# PTHR1 ag: activates the human parathyroid hormone receptor PTHR1 | Q03431 | 410,000 tested, 0.075% active | HEK293 GP2 PTHR1 cells, GloSensor cAMP luminescence, 1 h | Potency, µM (titrated, usually from 115 µM), inactives show at the highest dose activation, usual class: activators; note: potency is the fitted concentration of half-maximal effect; nearly all actives have a fitted effect of over 55% in size; some results filed as inactive show a strong effect at the top dose; inactives centre near -15; many of its hits are not listed in these tables
# Target sequence (Q03431 whole entry, looked up): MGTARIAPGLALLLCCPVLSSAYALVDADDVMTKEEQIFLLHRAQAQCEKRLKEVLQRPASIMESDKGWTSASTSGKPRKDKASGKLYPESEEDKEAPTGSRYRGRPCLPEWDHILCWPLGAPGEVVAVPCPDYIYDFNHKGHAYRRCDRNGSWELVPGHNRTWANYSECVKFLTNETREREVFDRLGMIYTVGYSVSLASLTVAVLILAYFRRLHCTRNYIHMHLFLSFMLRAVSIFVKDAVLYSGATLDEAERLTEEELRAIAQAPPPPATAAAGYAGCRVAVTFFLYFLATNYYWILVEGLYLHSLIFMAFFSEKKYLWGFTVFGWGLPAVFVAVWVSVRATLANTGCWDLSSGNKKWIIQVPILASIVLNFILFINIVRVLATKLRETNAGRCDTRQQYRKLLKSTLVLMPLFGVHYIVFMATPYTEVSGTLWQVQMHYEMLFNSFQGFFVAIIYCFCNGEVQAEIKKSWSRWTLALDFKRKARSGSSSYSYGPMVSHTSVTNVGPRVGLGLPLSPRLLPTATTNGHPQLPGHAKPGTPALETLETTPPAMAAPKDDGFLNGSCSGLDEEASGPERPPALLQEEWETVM
#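 HEK-293-derived GP2 cells expressing PTHR1 and a GloSensor cAMP reporter, 3,000/well, plated overnight, given luciferin plus IBMX (each 0.5 mM as added) for 1 h at 37 °C, then compound for 1 h at 37 °C. Luminescence was read after 15 min at room temperature.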
# aSyn rescue: rescues yeast growth from alpha-synuclein toxicity; Yeast expressing alpha-synuclein, growth rescue, BacTiter-Glo, 24 h; Potency, µM (series often up to 46.1 µM), inactives show top-dose growth rescue (activation), most hits filed as activators; 370,000 tested, 0.14% active; note: potency is the fitted concentration of half-maximal effect; % of control where 0% means no effect; nearly all actives have a fitted effect of over 65% in size
#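 Rescue of yeast growth: cells expressing toxic alpha-synuclein, induced in galactose at OD600 0.02, incubated with compound 24 h at 30 C. ATP luminescence quantified growth; inhibitors of toxicity appear as activators.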
# TDP43 rescue: TDP-43 toxicity inhibition in yeast. TDP-43 expressing yeast growth rescue, BacTiter-Glo, 24 h. Potency, µM (doses to about 46.1 µM), without a hit: at the top dose growth rescue (activation), hits mostly activators. 410,000 tested, 1.8% active. AID 652104; note: potency is the fitted concentration of half-maximal effect; % of control where 0% means no effect; nearly all actives have a fitted effect of over 50% in size
#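 In this qHTS, compounds that restore growth of yeast expressing TDP-43 appear as activators. Cells (OD600=0.02, galactose medium, raffinose-pregrown) are incubated with compound 24 hr at 30 deg C and growth is quantified by BacTiter-Glo.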
# GLP-1R agonist: activates the human GLP-1 receptor. 380,000 tested, 0.007% active. Potency, µM (titrated, usually from 45.6 µM), without a hit: at the highest dose activation, hits mostly activators. HEK293 GLP-1R CRE-luciferase, luminescence, 4-6 h; cells express a hypersensitive GLP-1R form. AID 624172. P43220; note: potency is the fitted concentration of half-maximal effect; % of control where 0% means no effect
# GLP1R inv ag: inverse agonists of human GLP-1 receptor. P43220. HEK293 GLP-1R CRE-luciferase, luminescence, 24 h; GLP-1R form is constitutively active. Potency, µM (highest dose often 38.3 µM), for the others: at the highest dose activity change, negative = inhibition, hits mostly inhibitors. 410,000 tested, 1.6% active. AID 624417; note: potency is the fitted concentration of half-maximal effect; % is set by controls: 0 for no effect and ±100 for the full control effect; nearly all actives have a fitted effect of over 55% in size
#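 Seeding at 200 cells/uL, 12 h culture, 24 hr compound treatment, then luciferase reagent and a luminescence read; cells are HEK293 stably expressing a constitutively active GLP-1R plus cAMP-responsive luciferase.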
# DRD3 agonist: agonists of human D3 dopamine receptor; P35462; D3R DiscoveRx beta-arrestin cells, luminescence, 90 min; max activation, %; 410,000 tested, 0.58% active; AID 652048; in the data active = max activation above about 30%; note: 0% is about no effect; mostly tested at two doses, the higher about 12 µM
# Target sequence (P35462 whole entry, looked up): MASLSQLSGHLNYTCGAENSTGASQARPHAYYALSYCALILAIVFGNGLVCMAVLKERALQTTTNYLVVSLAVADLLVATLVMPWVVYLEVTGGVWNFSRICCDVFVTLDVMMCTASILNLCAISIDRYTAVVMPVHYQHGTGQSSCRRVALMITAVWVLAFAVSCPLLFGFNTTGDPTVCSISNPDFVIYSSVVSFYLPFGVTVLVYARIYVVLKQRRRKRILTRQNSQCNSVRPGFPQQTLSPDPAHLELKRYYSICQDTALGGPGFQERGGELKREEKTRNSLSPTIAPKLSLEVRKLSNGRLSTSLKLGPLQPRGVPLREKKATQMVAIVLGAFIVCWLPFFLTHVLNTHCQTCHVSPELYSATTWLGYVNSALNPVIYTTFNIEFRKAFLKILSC
#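 Cells at 1500/well, incubated overnight, then treated with pinned compounds (dopamine as control) for 90 min at 37 degrees C. DiscoveRx reagent added for 30 - 60 minutes at room temperature; luminescence read.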
# KB-V1 MDR tox: kills drug-selected multidrug resistant KB-V1 cells. KB-V1 MDR cells viability, CellTiter-Glo, 72 h. Potency, µM (doses to about 46.1 µM), for the others: at the highest dose activity change, negative = cytotoxicity, most hits filed as cytotoxic. 400,000 tested, 3.4% active; note: potency is the fitted concentration of half-maximal effect; % is set by controls: 0 for no effect and ±100 for the full control effect; nearly all actives have a fitted effect of over 60% in size
#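 Drug-selected KB-V1 cells, grown in DMEM lacking phenol red with 10% FBS, receive compound titrations; after three days at 37 degrees C, surviving cell ATP is quantified by CellTiter-Glo luminescence and responses normalized and curve-fitted.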
# DRD3 antagonist: D3 dopamine receptor (human) antagonism | D3R cells, DiscoveRx beta-arrestin luminescence, antagonist mode; stronger effect = lower value | max response, negative = inhibition, % | 360,000 tested, 2.5% active; in the data active = max response below about -50%; inconclusive = no clear call, values can overlap the other calls; note: % is set by controls: 0 for no effect and ±100 for the full control effect; mostly tested at two doses, the higher about 12 µM
#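 Cells plated overnight at 1500 cells/well, then exposed to library compounds with dopamine controls for 90 minutes at 37 degrees C. DiscoveRx reagent added for 30–60 minutes at room temperature; luminescence read, quantitative HTS format.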
# HEK293 tox: cytotoxic in the GLP-1 receptor inverse agonist counter-screen; 410,000 tested, 0.13% active; Potency, µM (titrated, usually from 38.3 µM), for inactives: at the top dose activity change, negative = inhibition, usual class: inhibitors; HEK293 cAMP-luciferase reporter cells, luminescence, 24 h; AID 624418;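 note: loss of luciferase light is scored as toxicity; potency is the fitted concentration of half-maximal effect; % is set by controls: 0 for no effect and ±100 for the full control effect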
#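 A 23 nL compound transfer followed 12 hours of cell culture at 37 deg C; exposure then lasted 24 hr. Luciferase assay detection reagent was dispensed and plates read for luminescence after a 12 min room-temperature wait.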
# * = called active by the depositor; i = inactive; ? = inconclusive; / = not tested or not shown; & = joins results of further samples; [ ] = dose if it differs, or a comment. Unless noted, calls come from the whole dose curve; as a rule, active = well fitted curve in the direction sought with a large enough effect; inconclusive = small, poorly fitted or top-dose-only effect, or another doubt; inactive = no such curve, though single readings can be large; an effect the other way counts as inactive or inconclusive.
SMILES,PTHR1 ag,aSyn rescue,TDP43 rescue,GLP-1R agonist,GLP1R inv ag,DRD3 agonist,KB-V1 MDR tox,DRD3 antagonist,HEK293 tox
Cc1cccc(-c2nnc(SCc3nc4ccccc4[nH]3)n2Cc2ccco2)c1,-27%[57.5 µM],4%,21%,3%,-25%,-5,?,8,-12%
O=C(CN1C(=O)COc2ccccc21)NCCN1CCCC1,-9%,-1%,17%,8%,-9%,-9,18%,-13,-18%
Cc1cccc(C)c1Nc1nc2ccccc2o1,-25%,0%,0%,10%,?,1,1%,9,4%
CCC(C)[C@@H](CN(N=O)[C@@H](Cc1ccccc1)CN(C)N=O)N(CCc1ccccc1)N=O (stereo not given in full),-13%,2%,0%,-6%,?,-18,?,3,3%
OCc1cn(-c2ccccc2)nc1-c1ccc2c(c1)OCCO2,-36%,-4%,?,22%,-11%,1,?,28,15%
Cc1ccccc1C(=O)Nc1ccc(N2CCOCC2)nc1,i,-8%,21%,-10%,47%[activator],4,-4%,-9,11%
Cc1ccc(NCC(=O)Nc2c(C)n(C)n(-c3ccccc3)c2=O)cc1S(=O)(=O)N(C)C,-12%,3%,8%,6%,0%,4,0%,-1,3%
S=C(NCCc1ccc(Cl)cc1)NC1CC1,-67%,-10%,?,6%,?,-4,?,3,?
COc1ccc2oc(C(=O)N3CCN(C/C=C/c4ccccc4)CC3)c(C)c2c1,-62%,-1%,-4%,4%,?,30*,3%,0,8%
CC(C)N(C(=O)[C@H]1C[C@H](CC(=O)NCC23CC4CC(CC(C4)C2)C3)C(=O)N2CCc3c([nH]c4cc(-c5ccco5)ccc34)[C@]12C)C(C)C,-42%[inhibitor],-10%,1%,-1%,3%,10,0%,57,1%
CN1c2cccc3cccc(c23)N(C)C1(C)C,i,9%,17%,1%,1%,5,6%,-16,10%
COC(=O)COc1ccc2c(=O)c(-c3ccccc3OC)coc2c1,i,-2%,-16%[9.22 µM],3%,15%,1,7%,-14,2%

# A run of entries from further up, as a working copy:
SMILES,PTHR1 ag,aSyn rescue,TDP43 rescue,GLP-1R agonist,GLP1R inv ag,DRD3 agonist,KB-V1 MDR tox,DRD3 antagonist,HEK293 tox
Cc1ccc(NCC(=O)Nc2c(C)n(C)n(-c3ccccc3)c2=O)cc1S(=O)(=O)N(C)C,-12%,3%,8%,6%,0%,4,0%,-1,3%
S=C(NCCc1ccc(Cl)cc1)NC1CC1,-67%,-10%,?,6%,?,-4,?,3,?

# (continued)
SMILES,PTHR1 ag,aSyn rescue,TDP43 rescue,GLP-1R agonist,GLP1R inv ag,DRD3 agonist,KB-V1 MDR tox,DRD3 antagonist,HEK293 tox
CCCC(=O)Nc1nnc(SCc2cc(=O)c3ccc(C)cc3[nH]2)s1,-56%[inhibitor],/,-8%,/,-18%,-3,?,/,14%
CC(NC(=S)Nc1ccc([N+](=O)[O-])cc1)c1ccncc1 (stereo not given),-10%,-4%,-4%,2%,?,-5,15%,-9,-25%
O=C(OCC(=O)N1CCOCC1)c1cc2ccccc2oc1=O,-2%,-7%,12%,2%,-2%,10,0%,-1,3%
O=S(=O)(NCc1csc(-c2cccnc2)n1)c1cccs1,-11%,-10%,20%,3%,-17%,1,-12%,-9,2%
CC1(C(=O)NS(=O)(=O)Cc2ccccc2C(F)(F)F)CCN1C(=O)c1ccco1 (stereo not given),-1%,-5%,0%,0%,30%[activator],0,-2%,19,-6%
CCN(CC(=O)Nc1ccccc1C(F)(F)F)C(=O)c1cccc(S(=O)(=O)N2CCN(C)CC2)c1,-11%,0%,0%,10%,-2%,0,-1%,-3,2%
COc1ccc(Cc2nnc(SC(C)C(=O)Nc3ccc(C(N)=O)cc3)o2)cc1 (stereo not given),i,-3%,-3%,-12%,16%,2,24%,-5,6%
O=C(CNC(=O)c1nn(Cc2ccccc2)c(=O)c2ccccc12)Nc1ccc(F)c(F)c1F,-33%[inhibitor],-4%,-14%,13%,5%,5,-6%,-17,-7%
COc1ccc(S(=O)(=O)Nc2ccc3c(c2)C(=O)N([C@H](C)CO)C[C@H](C)[C@@H](CN(C)S(=O)(=O)c2ccc(F)cc2)O3)cc1,-27%,-2%,27%,5%,4%,-5,7%,11,?
S=C(NCc1ccco1)Nc1ccccc1,-7%,13%,-3%[9.22 µM],3%,14%[7.66 µM],1,?,9,16%[7.66 µM]
O=C(CNc1ccc(F)cc1Cl)Nc1cccc(S(=O)(=O)N2CCCCC2)c1,-34%[inhibitor],0%[1.84 µM],7%,4%,?,-20,2%,-3,-24%
Cc1ccc(-c2ccc(=O)n(CCC(=O)N3CCN(Cc4ccccc4)CC3)n2)cc1,-20%,1%,-6%,12%,-17%,7,-12%,4,5%

# Compound profiles, from the list above:
# Record of `CN1c2cccc3cccc(c23)N(C)C1(C)C` → PTHR1 ag: i; aSyn rescue: 9%; TDP43 rescue: 17%; GLP-1R agonist: 1%; GLP1R inv ag: 1%; DRD3 agonist: 5; KB-V1 MDR tox: 6%; DRD3 antagonist: -16; HEK293 tox: 10%
# Record of `CC1(C(=O)NS(=O)(=O)Cc2ccccc2C(F)(F)F)CCN1C(=O)c1ccco1` (stereo not given) → PTHR1 ag: -1%; aSyn rescue: -5%; TDP43 rescue: 0%; GLP-1R agonist: 0%; GLP1R inv ag: 30%[activator]; DRD3 agonist: 0; KB-V1 MDR tox: -2%; DRD3 antagonist: 19; HEK293 tox: -6%

# More structures:
SMILES,PTHR1 ag,aSyn rescue,TDP43 rescue,GLP-1R agonist,GLP1R inv ag,DRD3 agonist,KB-V1 MDR tox,DRD3 antagonist,HEK293 tox
CCCCNC(=O)CCC(=O)NNc1nc2ccccc2c2nc(-c3ccccc3)nn12,-4%,-10%,15%&9%,1%&6%,3%&9%,-5&23,-26%&0%,0,-6%&-9%
CC1CC(C)CN(CCCNC(=O)c2ccc3c(SCC(=O)O)c4c(nc3c2)CCC4)C1 (stereo not given),-7%,0%,4%,-2%,-5%,-2,-8%,5,0%
CCCC(=O)Nc1nn(CC(C)C)c2nc3cc(C)ccc3cc12,i,-7%,-1%,-2%,-6%,-3,-5%,-3,33%[activator]
COc1cc(C(c2sc3ncnn3c2O)N2CCN(c3ccccc3F)CC2)cc(OC)c1OC (stereo not given),-7%,3%,0%,5%,8%,-3,-4%,21,1%
COc1cc(C(=O)Nc2cc3c4c(c2)CC(=O)N4CCC3)cc(OC)c1OC,i,-3%,-1%,18%,46%[activator],-9,-24%,-21,5%
CCC(=O)Nc1ccc2c(c1)ncn2-c1ccc(C)cc1,i,-1%,?,1%,-11%[0.307 µM],-5,-17%,-15,17%[0.307 µM]
O=C(CCc1ccccc1)NC(=S)Nc1ccc(S(=O)(=O)N2CCOCC2)cc1,-37%[inhibitor],9%,0%,-3%,?,-5,4.6µM*,-11,25%
CCOC(=O)C1CCCN(C(=O)Nc2ccccc2)C1 (stereo not given),i,1%,-15%,4%,0%,-19,4%,6,5%
Cn1c(SCC(=O)N2CCCc3ccccc32)nnc1-c1ccco1,-4%,-6%,-2%,3%,-14%,3,?,-15,3%
COc1cc2nc(CN(C)CC(=O)Nc3ccc(N4CCOCC4)cc3)[nH]c(=O)c2cc1OC,i,-2%,-8%,5%,8%,2,11%,7,-13%
O=S(=O)(c1ccc(Cl)c(NC(=S)Nc2cccc(O)c2)c1)N1CCOCC1,i,13%,13%,3%,-12%,-1,15%,?,3%
O=C(NCc1cccnc1)c1c(F)c(F)c(F)c(F)c1F,i,-4%,3%,-11%,3%,0,0%,-3,-12%

# Two records drawn at random from the list so far:
SMILES,PTHR1 ag,aSyn rescue,TDP43 rescue,GLP-1R agonist,GLP1R inv ag,DRD3 agonist,KB-V1 MDR tox,DRD3 antagonist,HEK293 tox
COc1cc(C(=O)Nc2cc3c4c(c2)CC(=O)N4CCC3)cc(OC)c1OC,i,-3%,-1%,18%,46%[activator],-9,-24%,-21,5%
CCOC(=O)C1CCCN(C(=O)Nc2ccccc2)C1 (stereo not given),i,1%,-15%,4%,0%,-19,4%,6,5%

# Continued.
SMILES,PTHR1 ag,aSyn rescue,TDP43 rescue,GLP-1R agonist,GLP1R inv ag,DRD3 agonist,KB-V1 MDR tox,DRD3 antagonist,HEK293 tox
COc1ccccc1N1CCN(C(=O)c2cc(C)on2)CC1,i,5%,-17%,3%,12%,6,-9%,7,-5%
COc1ccccc1N1CCN(CCCCCCOc2ccc(F)cc2)CC1,-38%[inhibitor],-4%,19%,-1%,?,-5,3.7µM*,-52*,?
COC(=O)Cn1c(=O)c2c(nc3n2CCCN3CCc2ccccc2)n(C)c1=O,i,2%,-7%,7%,21%,-7,-2%,20,14%
Cc1cc(C)n(-c2nc3ccccc3nc2N2CCCCCC2)n1,?,-13%,7%,1%,6.3µM*,2,0%,0,50%[activator]
CC#C[C@@H](CC)c1ccc2ccn(C)c2c1,-3%,2%,-10%,0%,14%,-23,0%,-1,10%
COc1ccc(-n2nc(C(=O)O)nc2-c2ccccc2)cc1,-15%[57.5 µM],-13%,-26%,-1%,6%,-4,-1%,11,-14%

# High-throughput results (PubChem BioAssay)

# Not all compounds are listed; the hit share may differ from the screen's.
